# Screening results as filed in PubChem.
# DNMT1 block – inhibitors of human DNMT1. DNMT1 molecular beacon, Hinp1I cleavage, fluorescence. inhibition (reported as % activation of signal), % at 10 µM. 0.83% of 360,000 active. AID 588458; in the data active = inhibition above about 50%
# STEP block – blocks human striatal-enriched tyrosine phosphatase; inhibition, % at 20 µM; recombinant STEP, OMFP fluorogenic substrate, fluorescence; P54829; 0.25% of 360,000 active;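 active = inhibition at 20 µM, scaled per plate between control wells, above about 37%, limit read from the data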;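 also: 0% = DMSO with enzyme and substrate and 100% = substrate only without enzyme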
#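 material = STEP tyrosine phosphatase | reagent = fluorogenic phosphatase substrate OMFP at 25 µM final | doses = single compound dose of 20 µM, 1% DMSO final | schedule = 20 min reaction, room temperature, in the dark | measured by = fluorescence, 480/540 nm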
# Scp-1 inhibitor – blocks human Scp-1 phosphatase activity; 0.88% of 340,000 active; AID 493091; Q9GZU7; Recombinant Scp1, phosphopeptide, malachite green phosphate absorbance; inhibition, % at 20 µM;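 active = inhibition above about 50% at 20 µM, limit read from the data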;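 also: plate controls were DMSO wells with enzyme for no effect and wells lacking enzyme for full effect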
# Target sequence (Q9GZU7 76-261 limits assumed): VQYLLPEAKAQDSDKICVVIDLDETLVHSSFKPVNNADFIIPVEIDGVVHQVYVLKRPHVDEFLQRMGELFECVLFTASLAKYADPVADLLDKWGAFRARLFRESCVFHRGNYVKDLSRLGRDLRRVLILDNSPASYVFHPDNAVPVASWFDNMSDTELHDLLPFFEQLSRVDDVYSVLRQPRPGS
#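 Test system: SCP-1 phosphatase catalytic domain, residues 76-261; measured by: colorimetric phosphate reagent with accelerator and stabiliser, absorbance at 630 nm; timing: enzyme reaction 45 min at room temperature, colour 5 min, stabilisation 30 min; also added: Phosphorylated 17-residue peptide substrate; compound dosing: one concentration, 20 µM, with 1.0% DMSO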
# Tb MetRS inh – Trypanosoma brucei MetRS inhibition | purified T. brucei MetRS, ATP depletion, Kinase-Glo luminescence | inhibition, % at 11.9 µM | 0.4% of 360,000 active | AID 624268;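 active = inhibition above a per-plate cutoff of the control wells' mean inhibition plus 3 SD, cut at about 5.5% in these data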;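 also: 0% = DMSO wells median and 100% = median of wells with control inhibitor compound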
#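 assay system = parasite MetRS enzyme | timing = 15 min preincubation, 2 h reaction, all 25 °C | evaluation = percent inhibition relative to median high and low control wells | medium = HEPES buffer containing pyrophosphatase, BSA, spermine, DTT | compound = single dose, 11.9 µM final nominal, 0.9% final DMSO | detection = Kinase-Glo luminescence, ATP depletion format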
# SKN-1 block – blocks SKN-1 activity in C. elegans; C. elegans VP596 Pgst-4::GFP/RFP ratio, acrylamide-induced, 24 h; AID 624304; inhibition, % at 21.8 µM; 0.49% of 360,000 active;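 active = interference check ratio from 0.5 to 1.5 plus GFP to RFP signal ratio inhibition reaching or exceeding a fixed threshold, cut at about 30% in these data, passing the limit was not always enough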; also: some compounds called inactive have numbers as strong as hits
# SUMO1 PPI mod – modulators of human SUMO1-mediated protein-protein interactions | 0.33% of 360,000 active | SUMO1 binding to a labelled peptide, TR-FRET, 1 h | P63165 | inhibition, % at 20 µM; in the data active = inhibition above about 37%
# Target sequence (P63165 whole entry, looked up): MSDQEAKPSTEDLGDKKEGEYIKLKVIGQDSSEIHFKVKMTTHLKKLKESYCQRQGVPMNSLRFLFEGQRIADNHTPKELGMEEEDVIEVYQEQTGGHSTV
# CendR NRP1 mod – alters CendR peptide binding to human NRP-1 | O14786 | FAM-RPARPAR peptide binding to NRP-1, fluorescence polarization | inhibition, % at 25 µM | 0.85% of 360,000 active | AID 602438;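 active = inhibition or corrected inhibition above about 18%, plus a signal ratio from 0.5 to 1.5, limit read from the data, passing the limit was not always enough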; also: strong numbers were not always called active
# LMPTP inh – LMPTP (human) inhibition | AID 651560 | recombinant LMPTP-A, OMFP fluorogenic substrate, fluorescence intensity | inhibition, % at 20 µM | 0.22% of 360,000 active;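 active = compounds that cut the enzyme signal by at least half of the control window in the single-dose screen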;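 also: plate controls were DMSO wells with enzyme plus substrate for no effect and substrate without enzyme for full effect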
#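 Assay system: LMPTP-A, protein tyrosine phosphatase of low molecular weight / Medium: pH 6.0 Bis-Tris buffer with DTT and Triton X-100 / Schedule: 50 min enzyme reaction at room temperature, protected from light / Measured by: endpoint fluorescence intensity from OMFP dephosphorylation / Read-out basis: % inhibition relative to no-enzyme and uninhibited control wells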
# Neddyl block – inhibitors of human cullin neddylation; AID 651699; calls only at 25 µM; 0.58% of 360,000 active; P61081+Q13564; TR-FRET cullin neddylation, biochemical; in the data active = inhibition above about 36%
# Target sequence (P61081 whole entry, looked up): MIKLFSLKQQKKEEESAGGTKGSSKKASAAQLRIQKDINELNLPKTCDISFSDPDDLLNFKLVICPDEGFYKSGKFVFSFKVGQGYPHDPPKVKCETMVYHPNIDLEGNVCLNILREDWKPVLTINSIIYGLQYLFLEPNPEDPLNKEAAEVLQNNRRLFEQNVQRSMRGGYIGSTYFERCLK
# Target sequence (Q13564 whole entry, looked up): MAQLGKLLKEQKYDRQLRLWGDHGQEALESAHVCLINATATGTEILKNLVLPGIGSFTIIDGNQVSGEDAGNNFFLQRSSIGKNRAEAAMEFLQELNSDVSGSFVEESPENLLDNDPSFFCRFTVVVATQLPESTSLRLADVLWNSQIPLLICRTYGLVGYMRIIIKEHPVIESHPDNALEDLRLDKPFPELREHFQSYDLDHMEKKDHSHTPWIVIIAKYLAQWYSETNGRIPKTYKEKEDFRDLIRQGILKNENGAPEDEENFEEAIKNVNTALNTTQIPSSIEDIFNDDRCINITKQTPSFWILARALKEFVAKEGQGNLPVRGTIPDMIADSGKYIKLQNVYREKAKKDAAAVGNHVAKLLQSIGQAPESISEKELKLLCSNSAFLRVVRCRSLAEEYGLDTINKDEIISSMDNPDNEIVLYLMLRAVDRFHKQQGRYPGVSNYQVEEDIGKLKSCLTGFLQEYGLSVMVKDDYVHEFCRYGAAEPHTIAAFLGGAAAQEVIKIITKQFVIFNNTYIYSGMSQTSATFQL
# NadD block – NadD (S. aureus) enzyme inhibition; purified NadD enzyme, colorimetric absorbance read-out; inhibition, % at 20 µM; 0.78% of 360,000 active; AID 602399; in the data active = inhibition above about 26%; also: some compounds past the cut are filed as inactive
# Active calls of the source: *; i = inactive; . = no result given; + = active, no number.
No.	SMILES	DNMT1 block	STEP block	Scp-1 inhibitor	Tb MetRS inh	SKN-1 block
1	CCc1n[nH]c(=S)n1/N=C/c1c[nH]c2ccc(Br)cc12	-25	-3	4	-0.5	0
2	COc1cc(NS(=O)(=O)c2ccc(Cl)cc2)c(C(=O)O)cc1OC	8	-2	-2	-0.6	11
3	COc1ccc(CCC(=O)Nc2ccc(OC)c(S(=O)(=O)N3CCCCC3)c2)cc1OC	2	2	-5	0.0	17
4	COCC1CCCCN1C(=O)c1ccc2oc(CCCc3ccccc3)nc2c1 (stereo unspecified)	1	-1	-7	-0.4	0
5	CCc1cc(C(=O)N=Nc2c(O)[nH]c3ccc([N+](=O)[O-])cc23)c2ccccc2n1	-24	0	1	-0.7	2
6	Nc1nc(SCCO)[nH]c(=O)c1NC(=O)c1ccco1	2	0	-3	-0.6	3
7	Cc1[nH]c2ccccc2c1/C=N/Nc1nc(N2CCCCC2)nc(N2CCCCC2)n1	-9	-2	-1	-0.1	3
8	CCOc1ccc(NC(=O)C(c2ccccn2)N(C(=O)CCl)c2ccc(F)cc2)cc1 (stereo unspecified)	-18	-1	-4	-0.2	7
9	CCCN(CC(=O)Nc1c(C)cccc1CC)C(=O)SCC	0	-1	4	-0.9	-23
10	O=C(CCCC(=O)OCC(F)(F)C(F)F)Nc1nccs1	0	-2	-5	0.1	1

No.	SUMO1 PPI mod	CendR NRP1 mod	LMPTP inh	Neddyl block	NadD block
1	13	-6	-0.9	i	25
2	-1	6	0.5	i	-2
3	1	2	-1.4	i	1
4	-2	6	2.1	i	1
5	9	-18	2.7	i	27
6	1	10	0.1	i	9
7	2	-7	0.9	i	13
8	0	7	-1.3	i	-2
9	1	-8	-1.7	i	-6
10	3	1	0.5	i	5

# The list goes on.
No.	SMILES	DNMT1 block	STEP block	Scp-1 inhibitor	Tb MetRS inh	SKN-1 block
11	Cc1cc(Cn2ccnc2)c(C)cc1Cn1ccnc1	-3	-5	-2	-0.2	9
12	COc1ccc(O)c(/C=N/c2nc3ccccc3n2C)c1	0	-1	-6	-1.0	0
13	COc1ccc(-c2c(C#N)c(N)nc3c2CCCC3)cc1OC	1	-2	-4	-1.5	-11
14	O=C(C1CCCN(S(=O)(=O)c2cnc[nH]2)C1)N(CCc1ccccc1)Cc1ccccc1 (stereo unspecified)	2	1	-12	-0.3	-10
15	O=c1oc2ccccc2cc1-c1csc(Cc2nc(-c3ccc(Cl)cc3)cs2)n1	1	-1	-8	0.1	11
16	CC(=O)Nc1cccc(Oc2nc(-c3ccccn3)nc3ccccc23)c1	-3	3	5	-0.1	3
17	O=Cc1ccc(-n2cc(C=O)c3ccccc32)cc1	2	-1	-9	-0.6	-8
18	N=C1C(c2nc3ccccc3s2)=C(O)CN1NC(=O)c1c[nH]c2ccccc12	65*	37	64*	-0.2	1
19	CCn1c(CNC(=O)COc2ccc(C(C)C)cc2)nnc1SCC(=O)Nc1cc(F)ccc1C	1	-2	85*	-1.5	12
20	Cc1ccc(CNC(=O)CCS(=O)(=O)c2ccc(Br)cc2)cc1	89*	8	84*	0.1	1

No.	SUMO1 PPI mod	CendR NRP1 mod	LMPTP inh	Neddyl block	NadD block
11	-2	-7	12	i	2
12	-2	-10	2.3	i	8
13	1	-11	-0.4	i	-3
14	3	-2	0.7	i	-1
15	1	-8	1.0	i	0
16	-15	6	0.0	i	2
17	0	4	0.4	i	-8
18	-7	1	35	i	8
19	2	4	-0.8	i	13
20	7	-8	1.4	i	2

# Additional results:
No.	SMILES	DNMT1 block	STEP block	Scp-1 inhibitor	Tb MetRS inh	SKN-1 block
21	CCO[C@H]1OC(C(=O)NCc2nc3ccccc3[nH]2)=C[C@@H](C2CC2)[C@@H]1CCCO	1	-1	-9	0.4	-5
22	CN1CCN(/C(=N\S(=O)(=O)c2ccc(F)cc2)c2ccccc2)CC1	2	-2	-6	-0.8	-20
23	N#Cc1cccnc1Nc1ccc(Cl)cc1	3	-5	-8	-0.6	17
24	COc1cc(C2(c3ccc(O)c(OC)c3)C(=O)Nc3c(C)cc(Br)cc32)ccc1O	-11	-6	0	0.1	-24
25	O=C(Nc1ccc(N2CCN(C(=O)c3cccs3)CC2)cc1)c1ccccc1Cl	-2	-1	1	0.0	10
26	S=c1[nH]nc(-c2cccs2)n1/N=C/c1c(Cl)cccc1Cl	3	6	3	0.2	-8
27	CCCCC[C@H](C)N1C[C@@H](COCc2ccccc2)Oc2cc(N3CCC[C@H]3CO)ccc2S1(=O)=O	.	.	.	-0.3	10
28	COCCCNC(=O)[C@H](Cc1ccccc1)NC(=O)CC[C@H]1O[C@@H](n2ccc(=O)[nH]c2=O)[C@H](O)[C@@H]1O	2	-2	.	-0.5	14
29	O=C(c1cccnc1)N(Cc1ccccc1)C1(C(=O)Nc2ccccc2)CCCCC1	3	-5	-3	0.4	8
30	Cc1ccc(/C=C2/NC(=O)[C@H](C)NC2=O)cc1	1	1	-4	-1.3	-13

No.	SUMO1 PPI mod	CendR NRP1 mod	LMPTP inh	Neddyl block	NadD block
21	-3	-3	0.0	i	-1
22	2	9	-2.3	i	2
23	1	1	-0.7	i	4
24	6	-10	-0.2	i	-2
25	-3	9	0.1	i	-2
26	2	1	1.9	i	14
27	2	2	5.4	i	-8
28	0	-4	-1.5	i	-3
29	2	-9	-1.6	i	0
30	-8	3	-0.3	i	-1

# 3 of the entries above in order of their number in Tb MetRS inh, high to low.
No.	SMILES	DNMT1 block	STEP block	Scp-1 inhibitor	Tb MetRS inh	SKN-1 block
24	COc1cc(C2(c3ccc(O)c(OC)c3)C(=O)Nc3c(C)cc(Br)cc32)ccc1O	-11	-6	0	0.1	-24
25	O=C(Nc1ccc(N2CCN(C(=O)c3cccs3)CC2)cc1)c1ccccc1Cl	-2	-1	1	0.0	10
28	COCCCNC(=O)[C@H](Cc1ccccc1)NC(=O)CC[C@H]1O[C@@H](n2ccc(=O)[nH]c2=O)[C@H](O)[C@@H]1O	2	-2	.	-0.5	14

No.	SUMO1 PPI mod	CendR NRP1 mod	LMPTP inh	Neddyl block	NadD block
24	6	-10	-0.2	i	-2
25	-3	9	0.1	i	-2
28	0	-4	-1.5	i	-3

# Additional compounds follow:
No.	SMILES	DNMT1 block	STEP block	Scp-1 inhibitor	Tb MetRS inh	SKN-1 block
31	COc1ccccc1N(Cc1cc2ccc(C)cc2[nH]c1=O)C(C)=O	-1	-2	-7	0.3	-1
32	COc1ccc(C(C(=O)OC(C)CN(C)C)c2ccccc2)cc1 (stereo unspecified)	0	-5	-10	-1.0	1
33	CCCCN(C(=O)C1CCN(C(=O)c2ccccc2C)CC1)c1c(N)n(CC(C)C)c(=O)[nH]c1=O	6	4	1	-0.4	-12
34	O=C(Cn1cc([N+](=O)[O-])cn1)Nc1ccn(Cc2c(F)c(F)c(F)c(F)c2F)n1	-5	-1	10	-0.5	9
35	CCc1ccc(-c2ccc3nnc(SC)n3n2)cc1	1	2	-7	-0.4	6
36	COc1cc(OC)c(OC)cc1CNc1nnnn1C	-1	-4	-2	-1.7	12
37	COc1ccc2nc(C)cc(Sc3nc4ccccc4s3)c2c1	2	4	-9	-1.2	-9
38	CC(=O)Nc1nc(NC(=O)C(Cl)(Cl)Cl)n(-c2ccccc2)n1	0	0	-5	0.3	-2
39	CCCCC(=O)N1CCN(c2nc(-c3ccc(F)cc3)cs2)CC1	-1	2	-5	0.0	21
40	c1ccc2c(C3OCC4(CCCCC4)CO3)cccc2c1	1	0	.	-0.1	10

No.	SUMO1 PPI mod	CendR NRP1 mod	LMPTP inh	Neddyl block	NadD block
31	-2	-7	-1.0	i	1
32	0	3	-1.9	i	-8
33	0	0	-0.2	i	-2
34	-6	4	0.4	i	-5
35	-20	15	-0.3	i	-2
36	-2	12	-0.6	i	-7
37	-3	4	3.1	i	1
38	2	0	-1.1	i	-2
39	0	19	0.7	i	-3
40	1	-6	2.3	i	-1

# More results follow:
No.	SMILES	DNMT1 block	STEP block	Scp-1 inhibitor	Tb MetRS inh	SKN-1 block
41	Cn1cc(CCNC(=O)c2ccc3nc(Cc4ccccc4F)oc3c2)cn1	2	-1	-8	-0.2	16
42	CCN1C(=O)c2cccc3c(Cl)ccc(c23)C1=O	4	-2	-5	0.0	4
43	COc1ccc(C(=O)CSc2cc(C)nc(SCC(=O)c3ccc(C)cc3)n2)cc1	-3	5	-2	-0.6	0
44	Cc1ccc(-c2cc(C(=O)Nc3cc(C)ccc3O)no2)cc1	10	0	-2	0.1	2
45	C/C=C/c1ccccc1OCc1ccc(C(=O)OC)o1	-4	4	-17	-0.2	0
46	COc1cccc(/C=C/C(=O)OCC(=O)NCC2CCCCC2)c1OC	0	-4	1	-0.7	8
47	Cn1c(-c2ccccc2)c(CCO)c2ccccc21	1	0	3	-2.2	-23
48	c1coc(-c2nc3nc4ccccc4n3nc2-c2ccco2)c1	86*	9	5	0.1	4
49	COc1ccc(N2CCN(CC(=O)NC(=O)NCc3ccccc3)CC2)cc1	-1	1	0	-0.3	-22
50	Cc1ccc(/C(N)=N/OC(=O)c2ccc3ccccc3c2)cc1	2	3	-15	-0.3	0

No.	SUMO1 PPI mod	CendR NRP1 mod	LMPTP inh	Neddyl block	NadD block
41	2	-6	-0.4	i	3
42	-32	-18	0.4	i	-8
43	0	7	3.4	i	8
44	1	6	-3.2	i	-5
45	-3	9	5.1	i	-4
46	-1	0	-0.3	+	1
47	-1	4	-0.6	i	-1
48	27	-37	20	i	7
49	-3	10	0.5	i	-1
50	2	4	-0.3	i	3

# Following part
No.	SMILES	DNMT1 block	STEP block	Scp-1 inhibitor	Tb MetRS inh	SKN-1 block
51	COC(=O)CCc1sc(Nc2ccccc2)nc1-c1ccc(OC)cc1	4	-2	5	-1.0	0
52	Cc1ccc(CN2C(=O)CSCC2(C)C(=O)NC(C)C)cc1 (stereo unspecified)	.	.	.	-0.3	9
53	N#Cc1ccccc1CN1C(=O)S/C(=C/c2cccn2-c2ccc(C(=O)O)cc2)C1=O	106*	12	92*	-0.4	1
54	COc1ccc(-c2cc(=O)oc3cc(OCC(C)=O)ccc23)cc1	0	-2	-10	-0.6	3
55	CCCS(=O)(=O)NC(=O)C1(C)CCN(C(=O)c2cc(OC)c(OC)c(OC)c2)C1 (stereo unspecified)	8	-1	.	-0.3	1
56	C=CCNC(=O)c1ccccc1NC(=O)COc1ccccc1	3	-2	-3	-0.2	11
57	CN1CCN(C(=O)c2cc([N+](=O)[O-])ccc2Cl)CC1	1	-2	-2	0.2	-15

No.	SUMO1 PPI mod	CendR NRP1 mod	LMPTP inh	Neddyl block	NadD block
51	-1	-4	-0.1	i	0
52	4	12	0.0	i	.
53	-13	-51	14	i	7
54	-27	-8	-0.7	i	-7
55	6	-5	-0.3	i	3
56	1	0	-1.1	i	-2
57	-14	-1	-1.8	i	-1
